Screening data (PubChem)
TDP43 rescue: TDP-43 toxicity inhibition in yeast. TDP-43 expressing yeast growth rescue, BacTiter-Glo, 24 h. Potency, µM (titrated, usually from 46.1 µM), for inactives: top-dose growth rescue (activation), actives largely listed as activators. AID 652104. actives 1.8% (n = 410,000); note: % of control where 0% means no effect; nearly all actives have a fitted effect of over 50% in size
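Yeast cells expressing TDP-43 under galactose induction are exposed to compounds for 24 hr at 30 deg C. BacTiter-Glo luminescence measures growth, so protective compounds score as activators.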
GLP1R cytotox: cytotoxic in the GLP-1 receptor inverse agonist counter-screen; actives 0.13% (n = 410,000); Potency, µM (top dose mostly 38.3 µM), for inactives: at the highest dose activity change, negative = inhibition, most hits filed as inhibitors; HEK293 cAMP-luciferase reporter cells, luminescence, 24 h;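 note: loss of luciferase light is scored as toxicity; % is set by controls: 0 for no effect and ±100 for the full control effect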
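Cells in DMEM/10% Nu serum/1% pen-strep, 1536-well format. Pre-incubated 12 h, dosed with 23 nL compound, incubated a further 24 h. Luciferase detection, 12 min at room temp, luminescence.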
GLP1R inv ag: GLP-1 receptor (human) inverse agonism; HEK293 GLP-1R CRE-luciferase, luminescence, 24 h; GLP-1R form is constitutively active; Potency, µM (titrated, usually from 38.3 µM), inactives show at the highest dose activity change, negative = inhibition, actives largely listed as inhibitors; actives 1.6% (n = 410,000); AID 624417; note: % is set by controls: 0 for no effect and ±100 for the full control effect; nearly all actives have a fitted effect of over 55% in size
Target sequence (P43220 whole entry, looked up): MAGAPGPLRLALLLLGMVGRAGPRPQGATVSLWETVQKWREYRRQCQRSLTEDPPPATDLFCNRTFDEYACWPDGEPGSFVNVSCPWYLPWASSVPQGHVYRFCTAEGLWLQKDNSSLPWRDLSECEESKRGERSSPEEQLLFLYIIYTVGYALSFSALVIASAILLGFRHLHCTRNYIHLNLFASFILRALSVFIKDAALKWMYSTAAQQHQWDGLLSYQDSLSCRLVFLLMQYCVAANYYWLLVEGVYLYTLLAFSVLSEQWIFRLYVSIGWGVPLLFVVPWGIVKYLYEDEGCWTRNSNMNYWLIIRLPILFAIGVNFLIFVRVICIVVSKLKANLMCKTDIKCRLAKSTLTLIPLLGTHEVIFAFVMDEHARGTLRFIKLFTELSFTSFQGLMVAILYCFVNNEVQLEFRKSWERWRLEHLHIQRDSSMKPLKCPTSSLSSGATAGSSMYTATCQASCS
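GLP-1R inverse agonism mode: basal reporter luminescence in engineered HEK293 cells measured after one day of compound exposure at 37 deg C, with a 12 min room-temperature detection step.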
HT1080NT lethal: kills 2HG-producing HT-1080-NT fibrosarcoma cells; HT-1080-NT fibrosarcoma viability, CellTiter-Glo ATP luminescence, 48 h; Potency, µM (highest dose often 46.1 µM), without a hit: at the highest dose activity, negative = less viability, hits mostly cytotoxic; actives 1.6% (n = 360,000); AID 686970;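 note: NT is the 2HG producing partner of a matched IDH1 knockdown line; 0% = DMSO-treated cells and -100% = media-only wells without cells; nearly all actives have a fitted effect of over 55% in size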
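Viability of the 2HG-overproducing fibrosarcoma line after 48 hours of compound exposure at 37 degrees C was determined by luminescence with CellTiter-Glo, and concentration-effect curves were then fitted and categorized.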
GLP-1R agonist: GLP-1 receptor (human) agonism; actives 0.007% (n = 380,000); AID 624172; P43220; Potency, µM (titrated, usually from 45.6 µM), without a hit: at the top dose activation, hits mostly activators; HEK293 GLP-1R CRE-luciferase, luminescence, 4-6 h; cells express a hypersensitive GLP-1R form; note: % of control where 0% means no effect
KB-V1 MDR tox: kills drug-selected multidrug resistant KB-V1 cells | KB-V1 MDR cells viability, CellTiter-Glo, 72 h | Potency, µM (top dose mostly 46.1 µM), without a hit: at the highest dose activity change, negative = cytotoxicity, most hits filed as cytotoxic | actives 3.4% (n = 400,000) | AID 1347076; note: % is set by controls: 0 for no effect and ±100 for the full control effect; nearly all actives have a fitted effect of over 60% in size
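In this primary screen, KB-V1 cells overexpressing P-gp are incubated with library compounds (lowest to highest concentration) for 72 h at 37 degrees C before a luminescent ATP viability read.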
KB-3-1 tox: kills parental KB-3-1 adenocarcinoma cells; Potency, µM (top dose mostly 46.1 µM), inactives show at the highest dose activity change, negative = cytotoxic, most hits filed as cytotoxic; KB-3-1 viability, CellTiter-Glo ATP luminescence, 72 h; actives 1.4% (n = 400,000); AID 1347075; note: % is set by controls: 0 for no effect and ±100 for the full control effect; nearly all actives have a fitted effect of over 60% in size
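Parental KB-3-1 adenocarcinoma cells in phenol-red-free DMEM with 10% FBS were pin-treated with compounds at several concentrations, incubated 72 h at 37 °C, and viability read by CellTiter-Glo luminescence; concentration-effect curves were fitted after normalization.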
SW480 rerep: inducers of DNA re-replication in SW480 colon cancer cells; SW480 DNA re-replication, Hoechst DNA content imaging, 48 h; Potency, µM (doses to about 46.1 µM), for inactives: at the highest dose re-replication activation, actives largely listed as activators; actives 1.8% (n = 340,000); AID 624297; note: % of control where 0% means no effect; nearly all actives have a fitted effect of over 55% in size
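Image-based DNA-content assay: after two days of treatment, nuclei were labelled with the DNA dye Hoechst and imaged, and hits were compounds raising the count of nuclei showing high fluorescence intensity.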
HT1080 IDH1KD tx: HT-1080 IDH1 knockdown cell toxicity (counter line). HT-1080 IDH1 knockdown viability, ATP luminescence, 48 h. Potency, µM (titrated, usually from 46.1 µM), inactives show at the top dose activity, negative = toxicity, usual class: cytotoxic. actives 2% (n = 360,000). AID 686971;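 note: 0% = DMSO wells and -100% = cell-free medium wells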
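Using the IDH1-knockdown HT-1080 line run in the same batch and compound series as the NT line, viability after 48 h at 37 °C was determined by CellTiter-Glo luminescence and expressed as % activity.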
Starred values were filed as active, the others as inactive; ? = inconclusive; · = not tested or not shown; [ ] = dose if it differs, or a comment. Calls come from the whole dose curve; as a rule, active = well fitted curve in the direction sought with a large enough effect; inconclusive = small, poorly fitted or top-dose-only effect, or another doubt; inactive = no such curve, though single readings can be large; an effect the other way counts as inactive or inconclusive. Potency is the fitted concentration of half-maximal effect.

SMILES	TDP43 rescue	GLP1R cytotox	GLP1R inv ag	HT1080NT lethal	GLP-1R agonist	KB-V1 MDR tox	KB-3-1 tox	SW480 rerep	HT1080 IDH1KD tx
CC(C)C[C@H]1CN(CCCC[C@@H]2CNC(=O)C(=O)N2Cc2ccccc2)C(=O)C(=O)N1CC1CCCCC1	21%	-3%	19%	14%	3%	19%	15%	·	4%
COc1ccc(NC(=O)Nc2c(C)n(C)n(-c3ccccc3)c2=O)cc1OC	-2%	22%	11%	7%	-16%	-1%	-6%	-4%	-4%
CCc1nnc(NC(=O)c2ccc(Cl)c(S(=O)(=O)N3CCc4ccccc43)c2)s1	13%	-12%	-18%	-14%	-15%	13µM*	21µM*	-6%	-2%[9.24 µM]
COC(=O)c1ccc(N2CCN(S(=O)(=O)c3ccccc3)CC2)c([N+](=O)[O-])c1	29%	-23%	-4%	1%	0%	0%	10%	-5%	-7%
Cc1ccsc1/C=N/NC(=O)C1C(=O)NCC1c1ccccc1 (configuration not stated)	-16%	-4%	3%	-2%	-1%	29%	12%	-5%	3%
COC(=O)c1ccc2c(=O)n(CCCCCC(=O)O)c(=S)[nH]c2c1	0%	-17%	20%	10%	-4%	13%	8%	-7%	8%
Cc1cccc(NC(=O)C2C(c3ccccc3)C2(Cl)Cl)c1C (configuration not stated)	7%	0%	?	-14%	-28%	?	?	5%	-23%
Cc1cc(F)ccc1NC(=O)CN(C)S(=O)(=O)c1ccc(C(=O)N2CCOCC2)s1	7%	-2%	8%	·	·	-7%	?	·	·
C#CCOCCOCCOCCNc1nc(N2CCN(C(=O)[C@H](CCCCN)n3cc([C@@H](N)[C@H](C)CC)nn3)CC2)nc(N2CCN(C(=O)[C@H](CCC(=O)O)n3cc([C@@H](N)CCCCN)nn3)CC2)n1	10%	1%	0%	-3%	-2%	-23%	0%	?	9%
Cc1ccc(-c2nc(S(=O)(=O)c3ccc(Cl)cc3)c(N3CCCCC3)o2)cc1	-11%	3%	4%	·	·	?	2%	·	·
COc1ccc(S(=O)(=O)N2CCC[C@H]2C(=O)N2CCC[C@H]2C(=O)N[C@@H](C)c2ccccc2)cc1C	13%	1%	12%	6%	14%	18%	24%	·	-16%
O=C(O)CCCC(=O)Nc1ccccc1Oc1ccccc1	1%	25%	8%	2%	3%	-7%	6%	-7%	-1%
O=C(Nc1ccccc1)c1cn(CCBr)cn1	0%	2%	?	-2%	-1%	9%	-3%	0%	3%
Cc1nc2nc(SCC(=O)NCCCN3CCCC3)nn2c(C)c1Cc1ccccc1Cl	7%	-21%	6.3µM*	-5%	0%	-2%	-1%	0%	-19%
CC(C)c1ccc(NC(=O)COC(=O)C2CCCCC2)cc1	35%	13%	7%	-4%	0%	·	·	-1%	8%
CC(C)NC(=O)N[C@H]1C=C[C@H](CC(=O)NCc2ccc(Oc3ccccc3)cc2)O[C@@H]1CO	-17%	-3%	4%	-2%	·	4%	-27%	·	-2%
OC(CN1CCOCC1)Cn1cnc2ccccc21 (configuration not stated)	-5%	-6%	29%	?	1%	16%	-4%	2%	10%
Cc1cccc(C(=O)N2CCC(N3CCC(C(=O)N4CCOCC4)CC3)CC2)c1	-14%	4%	14%	5%	-10%	18%	-14%	-7%	1%
COc1ccccc1/C=C/C(=O)N1CCN(S(=O)(=O)c2cc(C)ccc2C)CC1	?	-16%	?	-21%	-4%	-25%	-3%	2%	-22%
COc1cccc(CN2CCN(CC#Cc3ccccc3)CC2CCO)c1 (configuration not stated)	4%	33%	-8%	-7%	0%	-3%	-12%	24%	-13%
O=C(CSc1nnc(CNC(=O)c2ccco2)o1)Nc1ccc(F)cc1	-2%	2%	-7%	7%	5%	?	4%	-14%	16%
CCCNC(=O)c1cc(C2CCCCN2S(=O)(=O)c2ccc(F)cc2F)on1 (configuration not stated)	5%	-2%	10%	4%	7%	-1%	0%	·	-2%
CN(C)CCCNC(=O)c1cccc(-c2ccc3nncn3c2)c1	0%	1%	3%	13%	2%	-4%	0%	·	2%
CC(=O)c1ccc(Nc2nc(C(N)C3CCCCC3)cs2)cc1 (configuration not stated)	19%	-6%	?	?	-8%	-12%	0%	·	-13%
COc1ccc(C(=O)Nc2nnc(Cc3cccs3)s2)cc1OC	-2%	77%[activator]	?	-26%	-25%	?	?	3%	?
COc1ccccc1C(=O)Oc1ccc(C(C)(C)C)cc1	9%	4%	?	13%	22%	5%	14%	-2%	18%
CC1=Nn2c(nnc2-c2ccccn2)SC1	-1%	-3%	1%	-6%	-14%	23%	-1%	2%	-1%
CC(=O)N1c2ccc(S(=O)(=O)N3CCCC3C(=O)Nc3cccc(F)c3)cc2CC1C (configuration not stated)	18%	-24%	-27%	0%	5%	-1%	-24%	18%	-1%
CN(Cc1cnn(Cc2ccccc2)c1)C(=O)c1cccc(S(=O)(=O)N2CCOCC2)c1	0%	12%	?	?	6%	-5%	15µM*	18µM*	?
Cc1csc(NC(=O)C2CCCN2C(=O)Oc2ccccc2)n1 (configuration not stated)	3%	4%	2%	6%	-12%	14%	5%	-13%	-1%
CC(OC(=O)c1cccnc1Cl)C(=O)Nc1ccc2c(c1)OCCO2 (configuration not stated)	13%	5%	-19%	0%	10%	5%	0%	-7%	0%
CCCC1CCC(c2ccc(OCC)cc2)=CC1=O (configuration not stated)	?	-2%	-27%	16%	2%	0%	0%	-3%	7%
O=C(Cc1ccccc1)NC1CCN(C(=O)NCc2ccccc2)CC1	-3%	-1%	4%	11%	1%	2%	15%	-1%	5%
CCc1cc2c(N3CCN(c4nnc(CC)s4)CC3)ncnc2s1	18µM*	-21%	65%[activator]	?	0%	3.7µM*	9.2µM*	-2%	?
Cc1ccc(S(=O)(=O)N(CC(O)CN2CCOCC2)c2cc(Cl)ccc2Cl)cc1 (configuration not stated)	-7%	22%	?	1%	7%	-23%	-6%	-1%	-2%
Cc1cccc(N2C(=O)N3[C@H](c4ccc(Br)cc4)[C@@H]4C(=O)N(C(C)(C)C)C(=O)[C@@H]4[C@]3(Cc3ccc(Cl)cc3)C2=O)c1	-1%	1%	?	-1%	7%	-5%	-10%	-5%	17%
CCn1c(=O)n(CC)c2cc(S(=O)(=O)N3CCC(c4ccccc4)CC3)ccc21	-14%	-4%	0%	?	13%	23µM*	-23%	-2%	-24%
Cc1cc(C)cc(NC(=O)c2ccccc2CC[N+](=O)[O-])c1	-7%	-19%	?	10%	11%	-8%	0%	-1%	9%
Fc1ccccc1COc1ccc(Br)cc1CNCC1CCCO1 (configuration not stated)	9%	-18%	?	-8%	12%	?	-4%	5%	-3%
CS(=O)(=O)N(CC(=O)N1CCCC1)c1cccc(Cl)c1	?	8%	-1%	1%	-1%	-4%	3%	-11%	13%

Some of these compounds in order of molecular weight, ascending:
SMILES	TDP43 rescue	GLP1R cytotox	GLP1R inv ag	HT1080NT lethal	GLP-1R agonist	KB-V1 MDR tox	KB-3-1 tox	SW480 rerep	HT1080 IDH1KD tx
CS(=O)(=O)N(CC(=O)N1CCCC1)c1cccc(Cl)c1	?	8%	-1%	1%	-1%	-4%	3%	-11%	13%
CN(C)CCCNC(=O)c1cccc(-c2ccc3nncn3c2)c1	0%	1%	3%	13%	2%	-4%	0%	·	2%
CC(=O)c1ccc(Nc2nc(C(N)C3CCCCC3)cs2)cc1 (configuration not stated)	19%	-6%	?	?	-8%	-12%	0%	·	-13%
O=C(Cc1ccccc1)NC1CCN(C(=O)NCc2ccccc2)CC1	-3%	-1%	4%	11%	1%	2%	15%	-1%	5%
Fc1ccccc1COc1ccc(Br)cc1CNCC1CCCO1 (configuration not stated)	9%	-18%	?	-8%	12%	?	-4%	5%	-3%
Cc1ccc(S(=O)(=O)N(CC(O)CN2CCOCC2)c2cc(Cl)ccc2Cl)cc1 (configuration not stated)	-7%	22%	?	1%	7%	-23%	-6%	-1%	-2%

(list continues)
SMILES	TDP43 rescue	GLP1R cytotox	GLP1R inv ag	HT1080NT lethal	GLP-1R agonist	KB-V1 MDR tox	KB-3-1 tox	SW480 rerep	HT1080 IDH1KD tx
Cc1nc2c(-c3ccc(F)cc3)cnn2c(N)c1-c1ccc(F)cc1	-3%	-16%	2µM*	3%	16%	?	-13%	25%	0%
CCCC(=O)C1=C(O)C(C(=O)OC)C(C)(C)CC1=Nc1ccccc1 (configuration not stated)	-5%	91%[activator]	?	-9%	3%	0%	0%	6%	2%
COc1ccccc1N1CCN(/N=C/c2cc(Br)ccc2F)CC1	27%	3%	-23%	12%	8%	0%	-1%	-8%	5%
O=C(Nc1cccc(C(F)(F)F)c1)C1CCN(S(=O)(=O)c2cccc3nsnc23)CC1	1%	-11%	?	·	-3%	-7%	1%	·	·
O=C(NCc1ccco1)c1ccc(N2CCOCC2)c([N+](=O)[O-])c1	-5%	-3%	45%[activator]	-1%	12%	-8%	1%	0%	16%
CCCN(CC(=O)Nc1ccccc1C)C(=O)COc1c(C)cccc1C	?	7%	-20%	1%	-4%	0%	6%	3%	1%
CCc1nn2c(=O)cc(COC(=O)Cc3ccccc3)nc2s1	11%	-9%	2%	·	·	7%	6%	·	·
COc1ccc(Cl)cc1NS(=O)(=O)c1cc(Br)cnc1N	18%	10%	?	-11%	-4%	8%	8%	-2%	-27%
O=[N+]([O-])c1cccc(COc2cccc(CN3CCCC3)c2)c1	3%	-2%	?	-3%	5%	-4%	-3%	?	1%
O=C(c1cnc(Cl)c(Cl)c1)N1CCN(S(=O)(=O)c2ccc(F)cc2)CC1	0%	11%	0%	-2%	3%	-10%	-3%	16%	-5%
O=C(CN1C(=O)c2ccccc2C1=O)Nc1ccccc1C(=O)N1CCCC1	-13%	-14%	-29%	2%	-2%	0%	5%	-2%	12%
CC(Sc1nnc2ccccn12)C(=O)Nc1ccc2c(c1)OCCO2 (configuration not stated)	-23%	8%	22%	?	-1%	4%	11%	-6%	22%
